High-throughput results (PubChem BioAssay)
FAS-TE inh: FAS thioesterase domain inhibitors, primary screen, biochemical, fluorescence intensity, uHTS. AID 602261, 2012. Fatty acid synthase (Homo sapiens), P49327. inhibition, % at 15 µM. 0.67% of 360,000 active. recombinant FAS-TE, OMFH fluorogenic substrate, fluorescence endpoint;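 active means compounds whose normalised, plate-corrected inhibition of enzyme fluorescence in the single-dose primary screen is 50% or more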;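 further: 0% = DMSO with enzyme and 100% = substrate without enzyme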
NRP1-CendR mod: modulators of CendR peptide binding to NRP-1, primary screen, biochemical, fluorescence polarization, uHTS; Neuropilin-1 (Homo sapiens), O14786; FAM-RPARPAR peptide binding to NRP-1; inhibition, % at 25 µM; 0.85% of 360,000 active; AID 602438, 2012;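 active means inhibition or corrected inhibition above about 18%, plus a signal ratio from 0.5 to 1.5, limit read from the data, passing the limit was not always enough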; further: strong numbers were not always called active
Target sequence (O14786 whole entry, looked up): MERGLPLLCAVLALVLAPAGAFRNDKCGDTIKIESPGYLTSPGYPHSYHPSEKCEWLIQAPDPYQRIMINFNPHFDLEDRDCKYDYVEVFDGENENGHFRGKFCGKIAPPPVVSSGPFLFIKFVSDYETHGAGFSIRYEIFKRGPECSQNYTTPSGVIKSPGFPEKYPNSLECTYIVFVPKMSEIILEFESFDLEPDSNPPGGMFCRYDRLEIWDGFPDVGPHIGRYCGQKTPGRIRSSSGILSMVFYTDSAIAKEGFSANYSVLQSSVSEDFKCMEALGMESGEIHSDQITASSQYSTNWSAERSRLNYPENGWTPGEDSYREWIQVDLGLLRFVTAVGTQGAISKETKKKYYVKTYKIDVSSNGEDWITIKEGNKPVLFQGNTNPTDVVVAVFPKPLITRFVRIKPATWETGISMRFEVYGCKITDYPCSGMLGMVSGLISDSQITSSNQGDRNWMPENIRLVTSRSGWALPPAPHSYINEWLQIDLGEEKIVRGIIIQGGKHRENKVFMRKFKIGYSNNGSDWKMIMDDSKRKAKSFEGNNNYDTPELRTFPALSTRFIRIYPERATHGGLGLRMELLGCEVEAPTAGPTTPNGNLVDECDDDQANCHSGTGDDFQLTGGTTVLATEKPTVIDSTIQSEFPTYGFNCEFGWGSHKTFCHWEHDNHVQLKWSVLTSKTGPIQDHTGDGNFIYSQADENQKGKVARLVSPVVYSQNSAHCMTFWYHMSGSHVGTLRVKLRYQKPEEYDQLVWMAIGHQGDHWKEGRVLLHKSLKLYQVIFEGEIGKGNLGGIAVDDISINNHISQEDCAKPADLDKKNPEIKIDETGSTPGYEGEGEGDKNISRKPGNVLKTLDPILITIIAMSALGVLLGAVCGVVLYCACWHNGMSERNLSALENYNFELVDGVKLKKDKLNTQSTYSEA
MLLE-PAM2 inh: inhibitors of PABP1 MLLE–PAM2 peptide binding, primary screen, biochemical, fluorescence polarization, FITC-PAM2, GST-MLLE; inhibition, % at 20 µM; AID 588489, 2011; Polyadenylate-binding protein 1 (Homo sapiens), P11940; 0.36% of 360,000 active; in the data active means inhibition above about 35%, passing the limit was not always enough;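 further: plate controls were DMSO wells with GST-MLLE for no effect and wells lacking GST-MLLE protein for full effect; some results filed as inactive read as strong as hits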
Rin1-Abl PPI inh: inhibitors of Rin1-Abl protein binding, primary screen, biochemical, TR-FRET | inhibition, % at 7.35 µM | 0.4% of 360,000 active; in the data active means inhibition above about 5%, passing the limit was not always enough
MT1-MMP act inh: blockers of MT1-MMP proenzyme processing, primary screen, HT1080 RFP-PRO-GFP cells, GFP/RFP fluorescence; Matrix metalloproteinase-14 (Homo sapiens), P50281; GFP/RFP ratio fluorescence, overnight; percent of plate control window, DMSO zero; GFP/RFP ratio change, % at 20 µM; 0.061% of 360,000 active;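 active means GFP/RFP ratio change of at least 30% with cell ATP level not reduced by more than half and red fluorescence within 50% of control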; further: strong numbers were not always called active
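Assay system: HT1080 RFP-PRO-GFP cells. Benchmarks: DMSO vehicle wells and RFP-L50D-GFP reporter cell wells. Times: overnight cell settling, then overnight compound exposure, 37 °C, 5% CO2. Compound: 20 µM single dose, 1% DMSO. Read-out basis: GFP/RFP fluorescence ratio.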
Neddylation inh: inhibitors of cullin neddylation, primary screen, biochemical, TR-FRET, uHTS, NAE and Ubc12 | NEDD8-conjugating enzyme Ubc12 (Homo sapiens) + NEDD8-activating enzyme E1 regulatory … | 0.58% of 360,000 active | calls only at 25 µM; in the data active means inhibition above about 36%
bovine MsrA act: bovine MsrA enzyme activators, primary screen, biochemical, absorbance, HTS; Methionine sulfoxide reductase A (Bos taurus); purified bovine MsrA, absorbance read-out; activation, % at 10.6 µM; 0.3% of 360,000 active; AID 602163, 2012; in the data active means activation above about 7.5%;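 further: 0% = vehicle and 100% = reference activator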
E coli Lon inh: inhibitors of E. coli Lon protease, primary screen, biochemical, fluorescence polarization; P0A9M0; purified E. coli Lon protease; inhibition, % at 7.94 µM; 0.42% of 360,000 active; in the data active means inhibition above about 13%, passing the limit was not always enough;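 further: 0% = enzyme with probe and DMSO and 100% = no enzyme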
SKN-1 block: suppressors of acrylamide-induced Pgst-4::GFP reporter in worms, primary screen, SKN-1 inhibitor project, whole organism, uHTS, GFP/RFP fluorescence ratio, strain VP596; AID 624304, 2012; inhibition, % at 21.8 µM; 0.49% of 360,000 active; C. elegans VP596 Pgst-4::GFP/RFP ratio, 24 h;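 active means interference check ratio from 0.5 to 1.5 plus GFP to RFP signal ratio inhibition reaching or exceeding a fixed threshold, cut at about 30% in these data, passing the limit was not always enough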; further: some compounds called inactive have numbers as strong as hits
Numbers without * were called inactive. Rows are unselected; 4% or so of the library scored in one or more.

Screening Cc1cccc(C2c3[nH]c4ccccc4c3CCN2C(=O)Cc2nc(-c3ccccc3)n[nH]2)n1 (stereo not drawn) returned FAS-TE inh 3.1, NRP1-CendR mod 4.5, MLLE-PAM2 inh -4.3, Rin1-Abl PPI inh 4.6, MT1-MMP act inh -2.4, Neddylation inh inactive, bovine MsrA act 0.1, E coli Lon inh 3.6 and SKN-1 block -1.1.
For CCc1nn(CC(=O)NCCCN2CCOCC2)c(=O)c2cc3c(OC)cccc3n12 the results were FAS-TE inh -10.1, NRP1-CendR mod -0.8, MLLE-PAM2 inh 10.8, Rin1-Abl PPI inh -2.3, MT1-MMP act inh 3.7, bovine MsrA act -11.0, E coli Lon inh -7.1 and SKN-1 block -0.9.
For O=C(Nc1nccs1)c1ccc(S(=O)(=O)N2CCCCC2)cc1 the results were FAS-TE inh 2.1, NRP1-CendR mod -3.3, MLLE-PAM2 inh 4.6, Rin1-Abl PPI inh -2.9, MT1-MMP act inh -0.4, Neddylation inh inactive, bovine MsrA act -1.9, E coli Lon inh 0.1 and SKN-1 block -1.2.
`COCCNC(=O)CNC(=O)c1nn(-c2ccc(OC)c(Cl)c2)c(=O)c2ccccc12` gave FAS-TE inh -3.3, NRP1-CendR mod -12.4, MLLE-PAM2 inh -11.5, Rin1-Abl PPI inh -0.5, MT1-MMP act inh 1.5, Neddylation inh inactive, bovine MsrA act -9.3, E coli Lon inh 4.3 and SKN-1 block -6.7.
Screening CCCc1nnc2n1N=C(c1ccc(OC)c(OC)c1)CS2 returned FAS-TE inh -9.1, NRP1-CendR mod -7.2, MLLE-PAM2 inh 3.5, Rin1-Abl PPI inh -0.5, MT1-MMP act inh 0.1, Neddylation inh inactive, bovine MsrA act -3.1, E coli Lon inh -5.3 and SKN-1 block 7.9.
`COc1ccc(S(=O)(=O)N2CCCCCC2)cc1C(=O)OCc1c(C)noc1C` gave FAS-TE inh 3.0, NRP1-CendR mod 7.1, MLLE-PAM2 inh -8.5, Rin1-Abl PPI inh 0.9, MT1-MMP act inh 0.9, Neddylation inh inactive, bovine MsrA act 2.5, E coli Lon inh 1.4 and SKN-1 block 13.3.
COC(=O)c1ccc(NC(=O)CSc2nncn2C)cc1 was read as FAS-TE inh -7.7, NRP1-CendR mod 5.0, MLLE-PAM2 inh 1.2, Rin1-Abl PPI inh 0.5, MT1-MMP act inh -3.2, Neddylation inh inactive, bovine MsrA act 1.3, E coli Lon inh -7.3 and SKN-1 block -5.5.
Screening C[n+]1ccc(C(=O)N/N=C/c2ccco2)cc1 returned FAS-TE inh -15.7, NRP1-CendR mod 4.4, MLLE-PAM2 inh -118.2, Rin1-Abl PPI inh -0.6, MT1-MMP act inh 3.0, Neddylation inh inactive, bovine MsrA act -6.6, E coli Lon inh -5.9 and SKN-1 block -0.4.
Screening Cc1ccc(NC(=O)CSc2nnc(-c3ccncc3)o2)cc1C returned FAS-TE inh -2.5, NRP1-CendR mod -11.0, MLLE-PAM2 inh -26.0, Rin1-Abl PPI inh 5.5, MT1-MMP act inh 0.8, Neddylation inh inactive, bovine MsrA act -5.2, E coli Lon inh -3.4 and SKN-1 block -5.4.
For O=C(c1ccc(F)cc1)N1CCC(C(=O)N2CCCc3ccccc32)CC1 the results were FAS-TE inh -3.7, NRP1-CendR mod 8.6, MLLE-PAM2 inh -1.2, Rin1-Abl PPI inh -3.1, MT1-MMP act inh -2.9, Neddylation inh inactive, bovine MsrA act -3.3, E coli Lon inh -4.5 and SKN-1 block -1.9.
CN(C)c1ccsc1C(=O)NNS(=O)(=O)c1ccc(Cl)cc1 was read as FAS-TE inh -4.0, NRP1-CendR mod 13.7, MLLE-PAM2 inh -1.6, Rin1-Abl PPI inh -1.4, MT1-MMP act inh 2.8, Neddylation inh inactive, bovine MsrA act -2.5, E coli Lon inh 1.0 and SKN-1 block 13.4.
For O=C(NNc1nc2cc3c(cc2s1)OCCO3)c1ccc(F)cc1 the results were FAS-TE inh -2.4, NRP1-CendR mod -3.3, MLLE-PAM2 inh -133.0, Rin1-Abl PPI inh 0.6, MT1-MMP act inh 2.7, Neddylation inh inactive, bovine MsrA act -1.8, E coli Lon inh 5.2 and SKN-1 block -8.3.
For COc1cc(/C=N/N2CCN(c3ccccc3OC)CC2)ccc1O the results were FAS-TE inh -8.6, NRP1-CendR mod -2.4, MLLE-PAM2 inh 23.1, Rin1-Abl PPI inh 3.5, MT1-MMP act inh 8.9, Neddylation inh inactive, bovine MsrA act -7.3, E coli Lon inh 3.7 and SKN-1 block 6.8.
Screening CC1CC(C)(C)OC(C[N+]2(C)CCCCC2)O1 (stereo not drawn) returned FAS-TE inh -6.8, NRP1-CendR mod -0.4, MLLE-PAM2 inh -132.3, Rin1-Abl PPI inh 1.4, MT1-MMP act inh -2.3, Neddylation inh inactive, bovine MsrA act -3.6, E coli Lon inh 1.0 and SKN-1 block -3.8.
For O=C(O)c1ccc(NCc2cccnc2)cc1 the results were FAS-TE inh -5.5, NRP1-CendR mod 4.5, MLLE-PAM2 inh 16.0, Rin1-Abl PPI inh -0.6, MT1-MMP act inh -0.2, Neddylation inh inactive, bovine MsrA act -1.6, E coli Lon inh -12.0 and SKN-1 block 13.1.
Screening COc1cc(OC)cc(C(=O)N[C@H](C(=O)Nc2nnc(C3CC3)s2)C(C)C)c1 returned FAS-TE inh -4.0, NRP1-CendR mod 13.3, MLLE-PAM2 inh 1.1, Rin1-Abl PPI inh 0.9, MT1-MMP act inh -1.8, Neddylation inh inactive, bovine MsrA act -1.3, E coli Lon inh 9.8 and SKN-1 block -2.3.
CCOC(=O)[C@@H]1[C@H]2COc3cc(OC)ccc3[C@H]2N2C(=O)N(c3ccc(Cl)cc3)C(=O)[C@]12C was read as FAS-TE inh 27.2, NRP1-CendR mod 2.9, MLLE-PAM2 inh -4.2, Rin1-Abl PPI inh 1.0, MT1-MMP act inh 2.4, Neddylation inh inactive, bovine MsrA act -6.2, E coli Lon inh -1.8 and SKN-1 block 1.0.
`O=C(CNC1CCCCCC1)Nc1ccccc1N1CCCCC1` gave FAS-TE inh 16.3, NRP1-CendR mod 1.3, MLLE-PAM2 inh -0.9, Rin1-Abl PPI inh -1.4, MT1-MMP act inh -8.5, Neddylation inh inactive, bovine MsrA act -7.0, E coli Lon inh 6.2 and SKN-1 block -9.4.
OCCN1c2ccccc2CCc2ccccc21 was read as FAS-TE inh -1.7, NRP1-CendR mod 0.6, MLLE-PAM2 inh -3.3, Rin1-Abl PPI inh -0.8, MT1-MMP act inh -4.4, Neddylation inh inactive, bovine MsrA act -9.9, E coli Lon inh 4.8 and SKN-1 block 13.2.
For Cc1noc(C)c1S(=O)(=O)Nc1ccc2c(c1)C(=O)N([C@H](C)CO)C[C@H](C)[C@H](CN(C)S(=O)(=O)c1ccc(Cl)cc1)OCCCC[C@@H](C)O2 the results were FAS-TE inh 29.3, NRP1-CendR mod 9.7, MLLE-PAM2 inh -44.9, Rin1-Abl PPI inh 5.0, MT1-MMP act inh -14.6, Neddylation inh inactive, bovine MsrA act -0.7, E coli Lon inh -14.0 and SKN-1 block 4.7.
For CCCn1c(SCC(=O)Nc2c(CC)cccc2CC)nnc1C(C)C the results were FAS-TE inh -5.8, NRP1-CendR mod 3.2, MLLE-PAM2 inh -1.9, Rin1-Abl PPI inh 1.1, MT1-MMP act inh -1.8, Neddylation inh inactive, bovine MsrA act -4.2, E coli Lon inh 3.3 and SKN-1 block -5.6.
For COc1ccc(N(CC(=O)NN=C2CCCC2)S(=O)(=O)c2ccccc2)cc1Cl the results were FAS-TE inh -7.7, NRP1-CendR mod 11.4, MLLE-PAM2 inh -2.6, Rin1-Abl PPI inh 2.9, MT1-MMP act inh 0.7, Neddylation inh inactive, bovine MsrA act -2.0, E coli Lon inh -3.1 and SKN-1 block 10.2.
For CC(=O)c1cn(CCOc2ccccc2C)c2ccccc12 the results were FAS-TE inh 17.3, NRP1-CendR mod -5.4, MLLE-PAM2 inh 17.9, Rin1-Abl PPI inh -2.1, MT1-MMP act inh 4.6, Neddylation inh inactive, bovine MsrA act -1.7, E coli Lon inh -19.7 and SKN-1 block 1.6.
Cc1cccc(-c2nc(C#N)c(N3CCCCC3)o2)c1 was read as FAS-TE inh 5.5, NRP1-CendR mod 9.7, MLLE-PAM2 inh 0.5, Rin1-Abl PPI inh -0.5, MT1-MMP act inh 2.4, bovine MsrA act -7.9, E coli Lon inh 3.8 and SKN-1 block 3.9.
`O=C(O)c1ccc(Oc2c(C(F)(F)F)oc3cc(O)ccc3c2=O)cc1` gave FAS-TE inh -5.1, NRP1-CendR mod -0.1, MLLE-PAM2 inh -1.4, Rin1-Abl PPI inh -2.6, MT1-MMP act inh -0.7, Neddylation inh inactive, bovine MsrA act -3.3, E coli Lon inh 2.3 and SKN-1 block 2.0.
`Cc1cc(N2CCOCC2)ccc1/C=C\[N+](=O)[O-]` gave FAS-TE inh -8.6, NRP1-CendR mod 4.4, MLLE-PAM2 inh -160.8, Rin1-Abl PPI inh -2.2, MT1-MMP act inh -7.1, Neddylation inh inactive, bovine MsrA act -4.4, E coli Lon inh -24.7 and SKN-1 block 12.6.
For O=C(c1cccc([N+](=O)[O-])c1)N1CCN(c2ccccn2)CC1 the results were FAS-TE inh -1.9, NRP1-CendR mod -17.0, MLLE-PAM2 inh -2.7, Rin1-Abl PPI inh -0.8, MT1-MMP act inh -0.6, Neddylation inh inactive, bovine MsrA act -2.0, E coli Lon inh -3.3 and SKN-1 block 1.0.
